Rtt109 HAT inh: inhibitors of C. albicans Rtt109/Vps75 HAT, primary screen, biochemical, ThioGlo CoA-SH fluorescence, plate reader; Histone acetyltransferase RTT109 (Candida albicans (strain SC5314 / ATCC MYA-2876)), …; purified Rtt109/Vps75, 4 h; inhibition, % at 34.9 µM; 330,000 tested, 0.16% active;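 active = inhibition of at least 50% in every replicate; inconclusive = best replicate reaches 50% inhibition but some replicates fall short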
CAL PDZ FP-1: untagged CAL PDZ binding inhibitors, primary screen, biochemical, fluorescence polarization, HTS | purified CAL PDZ, TMR-peptide fluorescence polarization, 1 h | inhibition, % at 24.9 µM | 300,000 tested, 0.92% active | AID 602252, 2012;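 active = mean inhibition of at least 30% with at least half of replicates also reaching 30%; inconclusive = no clear call, values can overlap the other calls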;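 also: 0% = DMSO neutral control and 100% = excess unlabeled competitor peptide PRC23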
SR-BI DiI inh: inhibitors of SR-BI mediated HDL lipid uptake, primary screen, ldlA[mSR-BI] cells, fluorescence, single point; 320,000 tested, 0.96% active; ldlA[mSR-BI] CHO cells, DiI-HDL uptake fluorescence, 3 h; Scavenger receptor class B member 1 (Mus musculus), Q61009; inhibition, % at 12.5 µM; AID 488896, 2010;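 active = mean replicate inhibition of at least 70% and a set share of replicates each scoring 70 or more; inconclusive = meets just one of the two criteria; inactive = fails both criteria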;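 also: 0% = median of neutral control wells and 100% = median of positive control wells; values of inactives mirror those of a sister screen read the other way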
Target sequence (Q61009 whole entry, looked up): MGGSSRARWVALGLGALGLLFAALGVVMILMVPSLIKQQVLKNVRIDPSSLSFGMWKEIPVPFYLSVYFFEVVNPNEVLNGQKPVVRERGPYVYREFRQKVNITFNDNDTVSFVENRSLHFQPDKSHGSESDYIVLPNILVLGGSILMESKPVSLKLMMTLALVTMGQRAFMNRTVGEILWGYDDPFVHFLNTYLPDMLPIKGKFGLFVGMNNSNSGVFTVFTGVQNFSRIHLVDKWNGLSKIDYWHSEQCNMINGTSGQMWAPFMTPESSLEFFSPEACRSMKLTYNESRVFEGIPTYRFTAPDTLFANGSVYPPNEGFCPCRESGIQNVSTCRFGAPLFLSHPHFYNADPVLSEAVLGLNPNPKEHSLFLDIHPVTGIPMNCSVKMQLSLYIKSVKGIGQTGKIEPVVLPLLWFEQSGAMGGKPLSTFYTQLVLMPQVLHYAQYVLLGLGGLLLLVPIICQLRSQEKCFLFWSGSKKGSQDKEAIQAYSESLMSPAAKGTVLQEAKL
NSD2 HMT inh: NSD2 histone methyltransferase inhibitors, primary screen, biochemical, AlphaScreen, single concentration, set 2 | 310,000 tested, 0.54% active | inhibition, % at 12.5 µM | NSD2 peptide methylation, 120 min | Histone-lysine N-methyltransferase NSD2 (Homo sapiens), O96028; in the data active = inhibition above about 50%
CAL PDZ FP-2: CAL PDZ peptide-binding inhibitors, primary screen, biochemical, fluorescence polarization, Cer-tagged CAL PDZ, HTS | Golgi-associated PDZ and coiled-coil motif-containing protein (Homo sapiens), Q9HD26 | purified CAL PDZ, TMR-peptide fluorescence polarization, 1 h | inhibition, % at 20 µM | 330,000 tested, 0.02% active | AID 504414, 2011;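 active = highest replicate inhibition of at least 40%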;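 also: plate controls were DMSO neutral control wells for no effect and unlabeled competitor peptide control wells for full effect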
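Test system: tagged CAL PDZ domain / Buffer or medium: sodium phosphate/NaCl buffer pH 7.4 with TCEP, IgG, Thesit / Reagent: TMR-labelled reporter peptide T*-PRC34 bound in PDZ groove / Compound dosing: single point, 20 µM / Schedule: 1 h incubation at room temperature before polarization reading / Technique: fluorescence polarization (mP) / Benchmarks: unlabelled peptide, DMSO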
PfHsp90 yeast 2: growth inhibition of PfHsp90-expressing yeast, primary screen, antimalarial PfHsp90 inhibitor project, S. cerevisiae, BacTiter-Glo luminescence, single point, set 2; 310,000 tested, 0.32% active; inhibition, % at 9.4 µM; BacTiter-Glo ATP, 48 h; yeast lacking PDR1 and PDR3 efflux regulators;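 active = every replicate shows inhibition above about 80%, whatever the replicate mean, limit read from the data; inconclusive = mean inhibition reaches the set limit but some replicate falls short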;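 also: 0% = DMSO neutral controls and 100% = 20 µM radicicol positive controls; yeast relying on Plasmodium falciparum Hsp90 in place of its own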
MITF TRPM1 HTS: activators of MITF-driven TRPM1 promoter reporter, primary screen, cell-based, SK-MEL-5, luciferase, single point | AID 588334, 2011 | SK-MEL-5 TRPM1-promoter luciferase, 24 h; % of positive control, neutral wells = 0 | activation, % at 12.5 µM | 300,000 tested, 0.75% active;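 active = mean activation of at least 80% with every replicate also reaching 80%; inconclusive = mean reaches 80% but some replicate falls short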;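 also: 0% = neutral control wells and 100% = parthenolide positive control wells; values of inactives mirror those of a sister screen read the other way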
SR-BI uptake up: activators of SR-BI mediated DiI-HDL uptake, primary screen, ldlA[mSR-BI] CHO cells, DiI fluorescence; 3 h; 100 = double the neutral-control signal; AID 504775, 2011; 320,000 tested, 0.096% active; activation, % at 12.5 µM;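 active = mean replicate activation of at least 60% and every replicate at or above 60%; inconclusive = mean or all-replicate condition met, but not both; inactive = mean below 60% and not all replicates reaching 60%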;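 also: 0% = median plate neutral-control signal and 100% = twice that signal; values of inactives mirror those of a sister screen read the other way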
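Test system: SR-BI-overexpressing, LDLR-lacking CHO cells. Measured by: DiI fluorescence, bottom read. Medium: Ham's F12 with 0.5% BSA, HEPES 25 mM, pH 7.4. Timing: 3 h uptake period with compound, 37 °C.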
dFosB act: activators of delta FosB homodimer, primary screen, biochemical, fluorescence polarization, TAMRA-CDK5 oligo, single point; Protein FosB (Mus musculus), P13346; purified delta FosB; percent of positive-control signal above neutral wells; 340,000 tested, 0.99% active; activation, % at 25 µM;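 active = mean activation above about 17%, with every replicate also reaching it, limit read from the data, passing the limit was not always enough; inconclusive = only one of the two conditions met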;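 also: fluorescence polarization rise as delta FosB binds a TAMRA Cdk5 AP-1 oligo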
Target sequence (P13346 whole entry, looked up): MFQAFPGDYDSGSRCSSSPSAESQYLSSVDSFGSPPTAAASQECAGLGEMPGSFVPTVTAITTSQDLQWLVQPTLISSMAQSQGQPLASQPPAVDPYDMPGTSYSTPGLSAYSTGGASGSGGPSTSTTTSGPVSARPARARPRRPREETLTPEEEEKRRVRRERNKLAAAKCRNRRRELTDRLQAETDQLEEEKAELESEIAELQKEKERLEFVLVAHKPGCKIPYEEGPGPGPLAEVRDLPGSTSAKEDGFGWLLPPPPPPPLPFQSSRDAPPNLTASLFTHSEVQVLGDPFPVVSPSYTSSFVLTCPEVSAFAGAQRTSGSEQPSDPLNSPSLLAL
PvdQ acylase: P. aeruginosa PvdQ acylase inhibitors, primary screen, biochemical, fluorescence, plate reader and imaging, single point. PvdQ acylase [Pseudomonas aeruginosa LESB58]. purified PvdQ acylase. inhibition, % at 10 µM. 340,000 tested, 0.063% active; in the data active = inhibition above about 30%, passing the limit was not always enough; inconclusive = no clear call, values can overlap the other calls;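 also: 0% = vehicle neutral wells and 100% = reference inhibitor wells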
Starred values were filed as active, the others as inactive; ? = inconclusive; / = no result given.

SMILES | Rtt109 HAT inh | CAL PDZ FP-1 | SR-BI DiI inh | NSD2 HMT inh | CAL PDZ FP-2 | PfHsp90 yeast 2 | MITF TRPM1 HTS | SR-BI uptake up | dFosB act | PvdQ acylase
CCCOc1ccc(-c2nc(C#N)c(N3CCN(CC)CC3)o2)cc1 | 8 | 1 | 37 | / | 0.3 | -16 | 3 | -37 | -4 | -12
CCCc1c(C(=O)N/N=C(\C)CCc2ccccc2)nnn1-c1nonc1N | 7 | 4 | 13 | 8 | -2.0 | -11 | -4 | -13 | -1 | -20
COc1ccccc1C(=O)Cc1ccccc1 | -8 | / | -4 | -1 | -0.3 | / | 18 | 4 | -2 | -8
O=C(CN1C(=O)NC2(CCCCC2)C1=O)NC1CCCc2ccccc21 (configuration not stated) | -1 | -5 | -10 | -2 | -0.6 | 9 | 10 | 10 | 1 | -9
COCCNC(=O)c1ccc(CN2CCOCC2)cc1 | 21 | / | -25 | -1 | 0.3 | -4 | / | 25 | 1 | -4
CCN(CC)C(=O)C(=O)N/N=C/c1ccc(F)cc1 | 2 | 1 | -25 | -2 | -3.2 | 8 | 2 | 25 | -2 | -3
CC1(C)Cc2nc3n[nH]c(N)c3cc2CO1 | -3 | -1 | -13 | -2 | -0.7 | -4 | 30 | 13 | -3 | -6
Cc1ccc(C)c(NC(=O)CN(C)C(=O)c2ccc(-c3cccc(C(F)(F)F)c3)o2)c1 | -1 | -2 | -29 | 12 | -1.6 | 2 | 10 | 29 | -14 | -14
CCOC(=O)c1cc(-c2ccc(N)cc2)sc1N | -9 | / | 33 | 3 | -1.1 | / | 49 | -33 | -10 | -12
CC1CCCCN1Cc1nc2c(c(=O)n(C)c(=O)n2C)n1CCCc1ccccc1 (configuration not stated) | 3 | -2 | -21 | -1 | / | 1 | -6 | 21 | -4 | -2
Cc1cc(C)n(C(=O)CCN2C(=O)c3ccccc3C2=O)n1 | 0 | -2 | 2 | -1 | 0.1 | 5 | -4 | -2 | 6 | -6
Cc1ccc(C)c(NC(=O)CN(C)C(=O)c2ccccc2OCc2ccc(Cl)cc2)c1 | 8 | / | 59 | -2 | -0.2 | -27 | 7 | -59 | -18 | -7
CC(Cc1ccccc1)NC(=O)c1cc2ccccc2o1 (configuration not stated) | 5 | -1 | / | -7 | -2.1 | -9 | 67 | / | -7 | -15
COc1ccc(NS(=O)(=O)c2cc(NC(=O)[C@H](C)NC(N)=O)ccc2N2CCCC2)cc1 | -2 | -8 | 8 | 3 | 1.2 | 9 | -8 | -8 | -2 | 0
O=C(O)c1ccc(CNCc2ccc(Cl)cc2Cl)cc1 | -5 | -1 | -17 | 1 | -4.7 | -10 | 3 | 17 | 4 | -13
COc1cccc(NC(=O)NCc2c(-c3ccccc3)noc2C)c1 | 2 | -2 | 22 | -1 | -0.6 | 11 | -12 | -22 | -5 | 4
O=C(Cc1ccccn1)c1ccncc1 | 4 | -6 | -9 | 1 | -2.2 | 6 | -10 | 9 | 7 | 3
COC(=O)c1ccc(C(=O)OC)c(NC(=S)N2CCN(C)CC2)c1 | -18 | -5 | 17 | -2 | -0.4 | / | -1 | -17 | 0 | -8
COc1cccc(-c2cc(C(=O)Nc3ccc4c(c3)OCO4)no2)c1 | -2 | -2 | / | 1 | -2.4 | 3 | / | / | -1 | 13
COc1ccc(CCNC(=O)CN2C(=O)COc3ccc(S(=O)(=O)N4CCCC4)cc32)c(OC)c1 | 19 | -1 | 17 | -4 | -2.2 | -2 | -5 | -17 | -7 | 10
NC(N)=NS(=O)(=O)c1ccc(NC(=S)Nc2ccc(F)cc2)cc1 | 0 | -5 | -18 | 0 | -1.5 | -11 | 6 | 18 | -1 | -7
Cc1cccc(N(CC(=O)NCc2ccco2)C(=O)CNS(=O)(=O)c2ccc(F)cc2)c1 | -9 | -1 | / | 29 | -1.5 | 6 | -8 | / | -10 | -12
COc1ccc(S(=O)(=O)N2CCC(C(=O)N[C@@H](C)C(=O)NC3CCCC3)CC2)cc1 | -3 | 0 | -19 | 4 | -2.1 | 4 | 3 | 19 | 20* | -14
CCN(CC)CCC(=O)NC(C)(C)Cc1ccc(O)cc1 | -6 | -4 | -33 | 3 | -0.1 | -13 | -1 | 33 | 5 | -19
CCN(CC)C(=O)c1ccc(C(=O)c2ccccc2)cc1 | 8 | -1 | 18 | -4 | -0.8 | -29 | 9 | -18 | -1 | 14
Cc1nn(C(C)(C)C)c(C)c1/C=N/OC(=O)Nc1ccc(Cl)c(Cl)c1 | -1 | / | 21 | -2 | -1.5 | 23 | / | -21 | -7 | -14
COc1ccc(CNc2nc(SCC(=O)NCc3ccco3)nc3ccccc23)cc1 | -10 | 1 | -9 | -5 | -2.3 | 1 | 8 | 9 | 11 | -21
O=C(Cc1ccccc1)NC1CCN(S(=O)(=O)c2ccc(C(=O)O)cc2)CC1 | 1 | -4 | -25 | 2 | -0.3 | -17 | -17 | 25 | -2 | 2
CN(c1ccc(OC(=O)CN2C(=O)NC3(CCCC3)C2=O)cc1)S(=O)(=O)c1ccccc1 | 0 | 0 | -21 | 1 | -1.5 | / | -5 | 21 | -2 | -4
COC(=O)COc1cccc(NC(=O)COc2ccccc2)c1 | -21 | -5 | -2 | -1 | -1.0 | -16 | -9 | 2 | 1 | -5
Cc1ccc(-n2nc(C)cc2NC(=O)CC#N)cc1 | 10 | -7 | 16 | 3 | 0.0 | 7 | 6 | -16 | 2 | -11
COc1ccc(CCNC(=O)COC(=O)CNS(=O)(=O)c2ccc(SC)c([N+](=O)[O-])c2)cc1 | -2 | -3 | -7 | 8 | -2.9 | -24 | -15 | 7 | 9 | -8
O=C(O)CCCn1cc(NC(=O)COc2cccc(Cl)c2)cn1 | 13 | / | -2 | 9 | -0.7 | -13 | 0 | 2 | -4 | 4
O=C(CSc1ncnc2c1oc1ccccc12)OCc1ccccc1 | -5 | -5 | 7 | -5 | / | -2 | 1 | -7 | -11 | -13
CCc1cc(=O)n2[nH]c(-c3ccccc3)c(-c3ccccc3)c2n1 | 4 | -1 | -15 | 0 | -2.0 | 4 | -9 | 15 | -9 | 10
COc1ccc(C[C@H]2CN3C(=NC[C@H]3Cc3ccccc3)N2CCNC(=O)c2ccc(C)c(Br)c2)cc1 | ? | -5 | 47 | / | -5.4 | 4 | -53 | -47 | 12 | -8
COc1ccc(CNc2nc(-c3cccnc3)nn2C(=O)c2cccs2)cc1 | 2 | -3 | 19 | -1 | -3.1 | 4 | -2 | -19 | -19 | 2
Cc1nnc(SCC(=O)NNC(=O)CC#N)[nH]c1=O | -16 | -5 | -13 | -1 | -1.3 | -2 | 5 | 13 | 2 | -11
COc1ccc(C2=NN(C)C(=NCc3ccccc3)SC2)cc1 | 11 | -2 | 2 | -2 | -0.5 | -6 | 29 | -2 | -5 | -5
CN(C)N(C(=O)c1cc(-c2cccs2)nn1-c1ccccc1)C1CCS(=O)(=O)C1 (configuration not stated) | 5 | / | -2 | 3 | -0.5 | -1 | -2 | 2 | -9 | -7
CCOC(=O)c1c(CNCCN(CC)CC)n(C)c2cc(Br)c(OC)cc12 | 65* | -7 | -8 | 27 | -3.1 | 3 | 1 | 8 | 24* | 4
CCOC(=O)N1CCN(C(=O)CCc2ccc(S(=O)(=O)NCC(C)C)cc2)CC1 | -11 | -6 | 22 | -2 | -0.4 | -8 | -6 | -22 | 0 | -6
Cc1cc(C(=O)NNC(=S)NCc2ccco2)nn1C | 1 | 5 | -6 | 1 | -0.6 | -8 | 12 | 6 | 5 | -5
CC(=O)NC(Nc1nc2c(s1)CCCC2)(C(F)(F)F)C(F)(F)F | 2 | -4 | -27 | 7 | 0.0 | 8 | -5 | 27 | 8 | -7
COc1ccc(C(CNC(=O)Nc2ccc(Cl)cc2)N2CCN(C)CC2)cc1 (configuration not stated) | 1 | 2 | 1 | 12 | -1.9 | -19 | 11 | -1 | -13 | -8
CCOC(=O)c1c(C)n(C)c2ccc(OC(C)C(=O)OC)cc12 (configuration not stated) | 8 | -6 | 0 | -6 | -0.1 | 14 | -4 | 0 | 2 | 0
COC(=O)C1=C(O)/C(=C/c2ccc(OCC(=O)Nc3ccccc3)cc2)N=C1C | -9 | -3 | 18 | 2 | -3.7 | 0 | 16 | / | 14 | -16
Cc1sc(NC(=O)c2ccco2)c(C(c2ccc(F)cc2)N2CCN(C)CC2)c1C (configuration not stated) | 28 | 6 | -1 | / | 0.3 | / | 3 | 1 | -7 | 2
Cc1ccc(-n2c(COc3c(C)cccc3C)nnc2SCC(=O)Nc2nccs2)cc1 | -10 | -5 | 1 | 1 | / | / | 3 | -1 | 21* | 0
CCOc1ccc(N2C(=O)Nc3ccccc3C2(O)C(=O)NCc2ccccc2)cc1 (configuration not stated) | 11 | 10 | -8 | 7 | 1.3 | / | 7 | 8 | -3 | 9
O=C(NCC1CCCO1)c1ccc(NC(=O)C2CCCCC2C(=O)O)cc1 (configuration not stated) | 1 | -8 | -7 | 23 | 0.5 | -5 | 9 | 7 | -5 | -13
CC(C)(C)NC(=O)CC1C[C@H](C(=O)N2CCCCC2)[C@@]2(C)c3[nH]c4ccccc4c3CCN2C1=O (some centres not stated) | 8 | 8 | -18 | / | 0.3 | -3 | -5 | 18 | -14 | 10

Screening data deposited in PubChem BioAssay by Broad Institute.
